Bioassay records (PubChem)
West Nile virus CPE: West Nile virus antiviral activity, cell-based, CPE readout (AID 1621) | West Nile virus-infected cells, CPE inhibition; higher % means a stronger effect | CPE inhibition, % at 10 µM, or IC50 in µM where a hit was titrated | 290,000 compounds, 0.02% hits; in the data active = a potency from the dose series; note: strong numbers were not always called active
SIAH1 antagonists: Siah-1 peptide-binding antagonists, primary screen, biochemical, fluorescence polarization, rhodamine-plectin, uHTS (AID 1817); E3 ubiquitin-protein ligase SIAH1 (Homo sapiens); Siah-1 / rhodamine-plectin peptide fluorescence polarization; higher % means a stronger effect; displacement, % at 20 µM; hits with a dose series show IC50 in µM; 290,000 compounds, 0.02% hits;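 active = displacement of at least 50% at 20 µM, with a fluorescence ratio check between 0.3 and a set limit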;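 note: plate controls were Siah plus tracer with DMSO for no effect and tracer alone without Siah for full effect; strong numbers were not always called active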
Dengue-2 NS5 capping: Dengue-2 NS5 methyltransferase inhibitors, primary screen, biochemical, confirmation dose response (AID 588689). 340,000 compounds, 0.3% hits. Dengue-2 NS5 methyltransferase capping enzyme assay, biochemical; higher % means a stronger effect. Genome polyprotein (Dengue virus type 2 (strain 16681-PDK53)). inhibition, % at 25 µM, or IC50 in µM where a hit was titrated; in the data active = a potency from the dose series
RSV CPE inhibition: RSV antiviral activity via CPE protection, HEp-2 cells, primary 10 µM value included (AID 2391). 310,000 compounds, 0.13% hits. CPE inhibition, % at 10 µM; hits with a dose series show IC50 in µM. HEp-2 cells, RSV-induced CPE inhibition; higher % means a stronger effect; in the data active = a potency from the dose series; note: strong numbers were not always called active
UTI89 phage lysis: inhibition of K1F phage lysis, E. coli UTI89, bacterial capsule biogenesis inhibitors, alamar blue (AID 488966); E. coli UTI89 K1F phage lysis, alamar blue, 2 h; higher % means a stronger effect; one-dose inhibition, % at 100 µM; IC50 in µM for titrated hits; 340,000 compounds, 0.02% hits;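 active = phage lysis inhibition, versus mean bacterial control, above a set limit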;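 note: capsule biogenesis inhibitors block K1F phage lysis so surviving cells raise fluorescence; higher fluorescence means more inhibition of phage lysis; actives were called in the ten point dose series up to 300 µM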
AID2073: inhibitors of Mint1-CaV2.2 protein interaction, biochemical, HTRF (AID 2073); inhibition, % at 20 µM; hits with a dose series show IC50 in µM; Voltage-dependent N-type calcium channel subunit alpha-1B (Homo sapiens); 290,000 compounds, 0.19% hits; HTRF protein-protein interaction, Mint1-CaV2.2; higher % means a stronger effect; in the data active = inhibition mostly above about 51%, no sharp cut-off; note: some results filed as inactive read as strong as hits
NTR1 agonist: agonists of NTR1, primary screen, imaging, U2OS cells, beta-arrestin-GFP, high content (AID 493036) | Neurotensin receptor type 1 (Homo sapiens), P30989 | NTR1-U2OS beta-arrestin-GFP spot imaging, agonist mode | activation, % at 20 µM | 330,000 compounds, 0.17% hits;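 active = activation at or above 40% of the spot to cytoplasm intensity ratio, with at least 20 cells analyzed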;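 note: 0% = DMSO without peptide and 100% = 100 nM NTR1 peptide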
Target sequence (P30989 whole entry, looked up): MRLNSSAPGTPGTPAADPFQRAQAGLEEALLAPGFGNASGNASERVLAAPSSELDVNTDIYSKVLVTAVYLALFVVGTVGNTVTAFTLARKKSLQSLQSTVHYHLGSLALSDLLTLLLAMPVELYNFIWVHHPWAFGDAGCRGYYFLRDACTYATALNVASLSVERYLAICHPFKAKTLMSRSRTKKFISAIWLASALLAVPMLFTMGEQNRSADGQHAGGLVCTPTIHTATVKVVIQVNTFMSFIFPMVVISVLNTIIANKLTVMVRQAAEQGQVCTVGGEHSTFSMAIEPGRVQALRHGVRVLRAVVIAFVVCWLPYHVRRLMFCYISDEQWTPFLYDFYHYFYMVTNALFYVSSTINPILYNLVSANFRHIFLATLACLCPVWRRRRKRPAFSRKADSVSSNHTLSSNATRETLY
Large T inhibition: SV40 large T antigen inhibitors, biochemical (AID 1903); inhibition, % at 20 µM, or IC50 in µM where a hit was titrated; SV40 large T antigen ATPase/helicase inhibition assay; higher % means a stronger effect; 310,000 compounds, 0.39% hits; in the data active = a potency from the dose series; note: strong numbers were not always called active
MgcRacGAP inhibition: MgcRacGAP GTPase-activating activity inhibitors, confirmation, biochemical, ADP Hunter fluorescence | 340,000 compounds, 0.6% hits | MgcRacGAP-stimulated Rac1 GTP hydrolysis, ADP Hunter fluorescence; higher % means a stronger effect; GST-tagged Rac1 F28L mutant substrate | AID 624330, 2012 | inhibition, % at 30 µM, or IC50 in µM where a hit was titrated;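 active = first-screen hits whose inhibition reached a set limit at any dose in the follow-up dose series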;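 note: fluorescence reports GDP produced by GAP-driven GTP hydrolysis; strong numbers were not always called active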
NTR1 agonist cell count 20 µM: also measured in NTR1 agonist; calls as there; cell count; measured here: cell count, cytotoxicity flag
Numbers without * were called inactive; / = no result given; [ ] = another dose, or the depositor's remark.

SMILES | West Nile virus CPE | SIAH1 antagonists | Dengue-2 NS5 capping | RSV CPE inhibition | UTI89 phage lysis | AID2073 | NTR1 agonist | NTR1 agonist cell count 20 µM | Large T inhibition | MgcRacGAP inhibition
O=C(c1cc(COc2ccc(F)cc2Cl)on1)N1CCCCC1c1cccnc1 (stereo unspecified) | -0.8% | 2% | -9% | 3.5% | -0.1% | -4% | 0.4 | 82 | -14% | -11%
CC(=O)c1ccc(OCC(=O)OC(C)C(=O)NC2CCCCC2C)cc1 (stereo unspecified) | / | / | -8% | 0.7% | 0.4%[50 µM] | / | -0.7 | 64 | / | 1%
COc1ccccc1CN(Cc1nc2ccccc2c(=O)[nH]1)C(=O)Nc1ccccc1 | -0.1% | 28% | -4% | 0.8% | -2.2% | 2% | 2.0 | 63 | 18% | 9%
Cc1ccc(S(=O)(=O)N2CCCC(C(=O)Nc3ccc(NC(=O)c4ccccn4)cc3)C2)cc1 (stereo unspecified) | 0.8% | 23% | -8% | 1.9% | -0.4% | 11% | 7.1 | 86 | 7% | 3%
CN(Cc1ccccc1)C(=O)Nc1ccccc1 | -0.1% | -3% | -3% | 1.2% | 5.4% | -4% | -1.0 | 76 | 7% | 7%
C=CCn1c(-c2cccnc2)n[nH]c1=S | 0.0% | -5% | -6% | 2.4% | 0.7%[50 µM] | -13% | 0.5 | 85 | 16% | 12%
CC(=O)Nc1cc(ON=C(C)C)cc([N+](=O)[O-])c1 | 0.5% | 1% | -5% | 2.8% | 2.5% | -1% | -2.7 | 59 | 16% | 6%
CC1CCC2(CC1)NC(=S)N(c1ccccc1)N2 (stereo unspecified) | -0.1% | -2% | -5% | 1.2% | 2.5% | -6% | 8.8 | 55 | 12% | 12%
O=C(O)CCCCCCCCCCCc1ccccc1 | -0.4% | -2% | 9% | 0.2% | -3.4% | 22% | -2.1 | 88 | 10% | 2%
COc1cc(C(=O)NCCSc2ccc(Cl)cc2)cc(OC)c1OC | 0.2% | 2% | -4% | 1.3% | 1.4% | 5% | -0.5 | 55 | 21% | 2%
Cc1ccc(-c2cc3nc(-c4ccc(Br)cc4)cc(N)n3n2)cc1 | -1.0% | 11% | 1% | 2.9% | 4.3% | 28% | 5.8 | 47 | 11% | 5%
COC(=O)c1c(C(=O)OC)c2oc3ccccc3n2c1Cl | 0.3% | -4% | 0% | 3.1% | 0.4% | 3% | 4.7 | 60 | 2% | 10%
COc1ccc(N(C(=O)CNC(=O)c2ccco2)C(C(=O)NCC2CCCO2)c2ccccc2)cc1 (stereo unspecified) | -0.2% | 7% | 2% | -0.3% | 0.2% | 5% | -0.1 | 63 | 5% | 6%
Cc1nnc(Sc2cc(C(=O)NCCCOC(C)C)c3ccccc3n2)s1 | -0.9% | 3% | -2% | -0.2% | 0.5% | -2% | 2.0 | 59 | 1% | 1%
Cc1ccc(NS(=O)(=O)c2ccc(C(=O)NCc3ccncc3)cc2)cc1 | / | / | -14% | 13% | 1.1%[50 µM] | / | 0.9 | 71 | 25% | 9%
CCCCCCOC(=O)/C=C/c1c(C)[nH]c(=O)[nH]c1=O | 0.3% | 1% | -6% | 1.3% | -1.1% | 36% | 0.9 | 45 | 0% | 10%
Cc1[nH][nH]c(=O)c1C(c1ccc([N+](=O)[O-])cc1)c1c(C)[nH][nH]c1=O | -0.1% | -4% | 8% | -0.3% | 0.4% | 4% | -0.5 | 40 | 16% | 4%
COCCn1c(=NC(=O)C2COc3ccccc3O2)sc2cc(S(N)(=O)=O)ccc21 (stereo unspecified) | -0.3% | 7% | -5% | 0.4% | -0.8%[50 µM] | 4% | 5.1 | 53 | 3% | 2%
Cn1c(C(O)c2ccc3c(c2)OCO3)nc2ccccc21 (stereo unspecified) | 0.3% | 2% | -5% | 0.2% | 0.2% | 4% | 0.6 | 58 | 6% | 3%
Cc1ccc(Cl)cc1N(C(=O)c1csnn1)C(C(=O)NC1CCCC1)c1ccco1 (stereo unspecified) | -0.3% | 2% | -1% | 1.9% | -0.1% | 4% | -0.6 | 54 | -4% | 3%
Cc1cccc(-c2c3c(nc4c2c(=O)n(C)c(=O)n4C)-c2ccccc2C3O)c1 (stereo unspecified) | / | / | 4% | -0.8% | 0.1% | / | 2.0 | 54 | 16% | 10%
Cc1ccc(S(=O)(=O)NC(=O)Nc2cccc(C)n2)cc1 | -0.2% | 0% | / | 0.4% | / | 6% | -1.0 | 37 | -23% | /
CN(C)CCOC(=O)C12CC3CC(C1)CC(C(=O)OCCN(C)C)(C3)C2 | 0.9% | 3% | -4% | / | -0.1% | -3% | -0.7 | 49 | 18% | -8%
COc1ccccc1C1NC(=O)c2ccccc2O1 (stereo unspecified) | -0.3% | 0% | -10% | -0.2% | 0.8% | 14% | 2.3 | 47 | 9% | 9%
Clc1ccc(C2=Nn3c(nnc3-c3n[nH]c4c3CCC4)SC2)cc1 | 1.3% | 1% | -1% | 2.2% | -0.1% | -3% | 2.5 | 61 | 10% | 4%

Complete entries from above. Order of values: West Nile virus CPE, SIAH1 antagonists, Dengue-2 NS5 capping, RSV CPE inhibition, UTI89 phage lysis, AID2073, NTR1 agonist, NTR1 agonist cell count 20 µM, Large T inhibition, MgcRacGAP inhibition
Cc1[nH][nH]c(=O)c1C(c1ccc([N+](=O)[O-])cc1)c1c(C)[nH][nH]c1=O in the list: -0.1%, -4%, 8%, -0.3%, 0.4%, 4%, -0.5, 40, 16%, 4%
C=CCn1c(-c2cccnc2)n[nH]c1=S in the list: 0.0%, -5%, -6%, 2.4%, 0.7%[50 µM], -13%, 0.5, 85, 16%, 12%

New compounds follow:
SMILES | West Nile virus CPE | SIAH1 antagonists | Dengue-2 NS5 capping | RSV CPE inhibition | UTI89 phage lysis | AID2073 | NTR1 agonist | NTR1 agonist cell count 20 µM | Large T inhibition | MgcRacGAP inhibition
CC(=O)c1cccc(NC(=O)CSc2nnc(C(C)N(C)C)n2-c2ccc(F)cc2)c1 (stereo unspecified) | -0.1% | -2% | -16% | 0.2% | 0.4% | 3% | 5.3 | 44 | -5% | 6%
CCN(CC)CCn1c2c(c(SCC(=O)Nc3cccc4ccccc34)nc1=O)CCC2 | / | / | -4% | -1.6% | -0.1%[50 µM] | / | 0.8 | 47 | 1% | -5%
O=C(Nc1ccc(O)cc1C(=O)O)c1cccc(Br)c1 | 1.0% | 0% | 0% | 0.6% | -1.0% | 1% | -1.9 | 51 | 6% | 7%
CCN(CC)S(=O)(=O)c1cccc(-c2nnc(SCC(=O)N3CCC(C(=O)O)CC3)n2N)c1 | -0.5% | -4% | -12% | 2.4% | 0.0% | 1% | 1.4 | 50 | 7% | 0%
COc1ccc(C(=O)N2CCCC(Nc3ccc(C)c(C)c3)C2)cc1F (stereo unspecified) | -0.7% | 8% | -2% | 1.2% | -0.1% | 6% | 1.5 | 66 | 22% | 11%
O=C(Cn1c2c(c(-c3ccccc3)cc1=O)CCCC2)N1CCCCCC1 | -0.1% | -1% | -1% | 2.6% | -0.3% | 10% | 1.7 | 60 | 4% | 15%
Cc1ccc(S(=O)(=O)CC(C)(O)CS(=O)(=O)c2ccc(C)cc2)cc1 | -0.1% | 0% | 2% | 2.5% | 0.8% | -13% | 1.8 | 29 | 6% | 5%
CCOC(=O)c1c(C)n(OC)c2ccc3c(no[n+]3[O-])c12 | 0.9% | 7% | -1% | 0.3% | 0.1% | -1% | 1.7 | 62 | 5% | 15%
CC(=O)N1c2ccc(S(=O)(=O)N3CCCCC3)cc2CC1C(=O)NCc1ccc(N(C)C)cc1 (stereo unspecified) | 1.1% | -1% | 5% | 4.5% | 0.0% | -4% | -0.9 | 71 | 12% | 4%
C#CCOCCOCCOCCNc1nc(N2CCOCC2)nc(N2CCN(C(=O)[C@H](CCCCN)n3cc([C@@H](N)C(C)CC)nn3)CC2)n1 (stereo partly specified) | 0.4% | -7% | 2% | 0.3% | 7.0% | 2% | -0.6 | 101 | 9% | 9%
COC(=O)N/N=C/c1c(C)c(C(=O)c2ccc(F)cc2)n2ccccc12 | 0.1% | 1% | 6% | 7.8% | 0.3% | 11% | -1.3 | 85 | 11% | 19%
CCCCN1/C(=C/c2cccc[n+]2C)Sc2cc(NC(C)=O)ccc21 | 0.4% | 0% | -14% | 1.0% | -1.0%[50 µM] | -8% | -0.8 | 53 | 7% | 6%
COc1cc(C)ccc1OCCCOc1c(Cl)cccc1Cl | -0.4% | -6% | -1% | 4.0% | 4.9% | 8% | 2.8 | 49 | 2% | 8%
Cc1ccc(N2C(=O)C(CN(C)C)C2c2ccccc2)cc1 (stereo unspecified) | 0.0% | -1% | 7% | -1.4% | -0.2% | -4% | 0.8 | 59 | 11% | 6%
COc1ccc(S(=O)(=O)N2CCCC2CNC(=O)C(=O)NCc2ccccc2Cl)cc1 (stereo unspecified) | / | / | -1% | 3.8% | 0.3%[50 µM] | / | 0.9 | 63 | 9% | 8%
CC1CC(=O)Nc2ccc([N+](=O)[O-])cc2N1C (stereo unspecified) | -0.2% | -3% | 3% | 6.0% | 1.8% | 5% | 3.0 | 41 | 10% | 7%
COc1ccc(C2C(C(=O)N3CC(C)CC(C)C3)c3ccccc3C(=O)N2C)cc1 (stereo unspecified) | -1.0% | -3% | 2% | 0.6% | 0.3% | 4% | 0.8 | 75 | 6% | 6%
CSc1nsc(SC)c1NC(=O)N1CCCC1 | 0.0% | 1% | -2% | 1.2% | 3.8% | -11% | -0.3 | 53 | 12% | 9%
O=C(CSc1nncs1)Nc1nccs1 | / | / | 0% | -1.4% | 1.0%[50 µM] | / | 1.3 | 52 | 14% | 8%
CCOC(=O)c1c(S(=O)(=O)NCCc2cccs2)c(C)n(C)c1C | -0.8% | 3% | -3% | 0.5% | 1.9% | 1% | 0.1 | 59 | 9% | -4%
CC(=O)c1cn(CC(=O)NCc2ccco2)c2ccccc12 | 0.0% | 1% | -5% | -0.4% | 0.6% | -3% | -0.3 | 38 | 11% | 8%
CC1=C(/C=C/C(C)=C/C=C/C(C)=C/CO)C(C)(C)CCC1 | -0.8% | / | 3% | / | -0.2% | / | 3.3 | 94 | 16% | 7%
COCCN(C(=O)CCSc1ccc(F)cc1)c1c(N)n(Cc2ccccc2)c(=O)[nH]c1=O | / | / | -1% | 1.0% | 0.8%[50 µM] | / | 1.3 | 56 | / | 4%
Cc1cc2ncn(-c3ncnc4sc5c(c34)CCC(C)C5)c2cc1C (stereo unspecified) | / | 1% | -5% | 1.1% | -0.4% | 30% | 15 | 73 | 9% | -1%
CCOC(=O)c1sc(NC(=O)CSc2n[nH]c(CC(C)C)n2)nc1C | -0.4% | 1% | -7% | 2.4% | -11% | -3% | 0.5 | 44 | 7% | 3%

Look-ups from the results shown.
Reading of CC(=O)c1cccc(NC(=O)CSc2nnc(C(C)N(C)C)n2-c2ccc(F)cc2)c1 (stereo unspecified) in Large T inhibition: -5%
Reading of CC1CC(=O)Nc2ccc([N+](=O)[O-])cc2N1C (stereo unspecified) in MgcRacGAP inhibition: 7%
